# TCR-CD3 inh – inhibitors of human TCR-CD3 interaction; TAMRA-labeled TCR probe fluorescence, biochemical; inhibition, % at 9.4 µM; 360,000 tested, 0.37% active; in the data active = inhibition above about 19%;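 note: recombinant mutant TCR 2C K166C tagged with TAMRA read by polarization; 0% = receptor in buffer alone and 100% = receptor with positive control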
# Tn7 DDE FP – disrupts Tn7 cyclic peptide binding to fibrin D-Dimer-E complex; P02675; FP displacement of FITC-Tn7 peptide from fibrin DD(E); 0% = median of compound wells per plate; inhibition, % at 8.3 µM; 370,000 tested, 0.13% active; AID 720508;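 active = inhibition above the mean of compounds falling within the control limits plus 3 SD of them, cut at about 14% in these data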;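 note: 0% = plate median of compound wells and 100% = 10 µM Aha-Tn7 peptide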
# Target sequence (P02675 whole entry, looked up): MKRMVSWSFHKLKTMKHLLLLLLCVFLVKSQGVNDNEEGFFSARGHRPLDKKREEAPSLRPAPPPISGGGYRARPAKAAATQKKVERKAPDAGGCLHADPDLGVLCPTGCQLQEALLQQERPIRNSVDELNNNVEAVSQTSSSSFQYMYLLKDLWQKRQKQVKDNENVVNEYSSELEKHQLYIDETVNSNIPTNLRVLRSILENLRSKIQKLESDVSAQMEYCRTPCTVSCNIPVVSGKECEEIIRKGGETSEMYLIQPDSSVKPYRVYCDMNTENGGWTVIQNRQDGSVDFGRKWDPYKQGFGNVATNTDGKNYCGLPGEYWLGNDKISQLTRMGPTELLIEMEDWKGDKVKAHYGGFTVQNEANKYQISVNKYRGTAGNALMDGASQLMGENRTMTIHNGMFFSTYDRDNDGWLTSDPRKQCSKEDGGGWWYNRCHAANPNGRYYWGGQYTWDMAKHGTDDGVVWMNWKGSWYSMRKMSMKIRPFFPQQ
#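 Assay system: Human clot-derived fibrin DD(E) complex | Buffer or medium: Tris/NaCl/CaCl2 buffer, pH 7.8 | Repeats: One replicate per compound | Benchmarks: Aha-Tn7 high control | Measure: % inhibition scaled between sample-field median and high-control FP | Schedule: 10 min plus 3 h, room temperature | Signal: Fluorescence polarization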
# SIAE inh – inhibitors of human sialic acid acetylesterase SIAE; Q9HAT2; SIAE FP-Rh probe binding, fluorescence polarization; inhibition, % at 9.66 µM; 370,000 tested, 0.69% active; AID 1053197;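 active = inhibition above a cutoff: mean of compounds within the control limits plus 3 SD of those, cut at about 17% in these data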;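 note: 0% = plate median of compound wells and 100% = probe without SIAE protein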
# UHRF1 MBD2 ctr – blocks human UHRF1 binding to methylated DNA. Q96T88. UHRF1 binding to methylated oligo, TR-FRET. inhibition, % at 4.4 µM. 370,000 tested, 0.75% active. AID 687016; in the data active = inhibition above about 21%;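 note: UHRF1 SRA domain binding a hemimethylated CpG hairpin DNA probe; 0% = median of test compound wells and 100% = reference inhibitor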
# KLK7 zymogen act – proKLK7 (human) activation, primary screen; activation, % at 7 µM; 370,000 tested, 0.9% active; purified proKLK7, EDANS-DABCYL substrate fluorescence; 100% is mature enzyme control, 0% vehicle;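 active = activation above the mean of all tested compounds plus 3 SD, computed per campaign excluding outliers beyond control limits, cut at about 13% in these data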
# PRMT1 inh – inhibitors of human PRMT1. Q99873. recombinant PRMT1, activity-based probe fluorescence polarization. inhibition, % at 2.79 µM. 370,000 tested, 1.3% active. AID 652257;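 active = inhibition above about 21% made by adding two undisclosed values, limit read from the data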
# Target sequence (Q99873 whole entry, looked up): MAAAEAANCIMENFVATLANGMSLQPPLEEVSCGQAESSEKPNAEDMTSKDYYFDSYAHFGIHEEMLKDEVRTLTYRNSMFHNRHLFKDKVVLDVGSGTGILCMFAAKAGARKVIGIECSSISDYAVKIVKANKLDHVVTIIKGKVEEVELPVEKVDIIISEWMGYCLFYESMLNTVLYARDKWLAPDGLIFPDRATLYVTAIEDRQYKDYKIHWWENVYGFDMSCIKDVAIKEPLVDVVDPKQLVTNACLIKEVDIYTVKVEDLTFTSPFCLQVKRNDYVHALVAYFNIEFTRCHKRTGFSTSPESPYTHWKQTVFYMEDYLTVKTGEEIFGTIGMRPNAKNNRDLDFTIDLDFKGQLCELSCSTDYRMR
# TDP2 inh – TDP2 (human) inhibition, absorbance primary screen | inhibition, % at 12.8 µM | 370,000 tested, 0.34% active | O95551 | recombinant TDP2, T5PNP hydrolysis, p-nitrophenol absorbance 415 nm;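 active = inhibition above the mean of all tested compounds plus 3 SD, set per campaign, cut at about 25% in these data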;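 note: 0% = DMSO with enzyme and 100% = buffer with substrate but no TDP2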
#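 test system = human TDP2 enzyme | input = TDP2 enzyme at 120 nM final | medium = 50 mM Tris-HCl pH 7.5 with Mg2+, KCl, DTT, BSA | also added = T5PNP substrate, 5 mM | times = 2 h at 37 °C | technique = epi absorbance | benchmarks = high control without enzyme, low control DMSO plus TDP2 | replication = each compound tested once, singlicate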
# DDE Tn6 FP inh – DD(E)-Tn6 binding inhibition, primary FP screen. P02675. inhibition, % at 8.3 µM. Fibrin DD(E) TRITC-Tn6 fluorescence polarization displacement. 370,000 tested, 0.21% active;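 active = inhibition above a per-campaign cutoff: mean of compounds within control limits plus 3 SD, cut at about 15% in these data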;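 note: 0% = median of all compound wells on the plate and 100% = blocking peptide control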
# LEDGF integ inh – blocks HIV-1 LEDGF/p75-dependent DNA integration; TR-FRET IN-LEDGF/p75 DNA integration, Eu/Cy5; inhibition, % at 3.7 µM; 370,000 tested, 0.64% active; AID 743269;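 active = inhibition above the screen-wide mean plus 3 SD, cut at about 13% in these data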;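 note: signal is the Cy5 over europium emission ratio at 671 and 618 nm; 0% = plate median of compound wells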
# MBD2 DNA inh – inhibitors of human MBD2 binding to methylated oligonucleotide; Q9UBB5; TR-FRET; inhibition, % at 4.4 µM; 370,000 tested, 0.31% active; in the data active = inhibition above about 13%
# Starred values were filed as active, the others as inactive; . = no result given.
# Under each structure: SIAE inh	DDE Tn6 FP inh	KLK7 zymogen act	TCR-CD3 inh	PRMT1 inh	TDP2 inh	UHRF1 MBD2 ctr	MBD2 DNA inh	Tn7 DDE FP	LEDGF integ inh
1) Cc1cccc(C)c1NC(=O)N1CC=CCC1
 : 1	6	-0.1	0	3	9	2	2	-1	-5
2) CCOc1ccccc1NC(=O)COC(=O)C(CC)c1ccccc1 (centres undefined)
 : -2	-1	0.6	-1	-2	-19	6	-3	-1	5
3) CC1CC2=C(C(=O)O1)C(c1ccc(Cl)cc1)Nc1ccccc1N2 (centres undefined)
 : 3	5	-0.3	6	-2	-7	0	-5	2	-2
4) Cc1ccc(C)c(N2CCN(C(=O)CCCn3ncn4c(cc5occc54)c3=O)CC2)c1
 : 3	0	0.4	0	4	10	0	-2	-5	0
5) NC(=O)C1=C[C@@H](c2ccc(C(F)(F)F)cc2)C[C@@H](OCc2ccc(CO)cc2)O1
 : 10	3	0.2	-6	1	-13	3	-6	2	3
6) FC(F)(F)c1cccc(NC(=S)NCCc2ccccn2)c1
 : -1	-1	0.0	0	2	9	0	3	0	-1
7) CCOC(=O)c1c(N)sc(C(O)(C(F)(F)F)C(F)(F)F)c1-c1ccc(OC)cc1OC
 : 1	-8	-0.6	-7	1	-4	25*	-3	6	-5
8) CCN(CC)C(=O)CSc1nc(C)cc(C)n1
 : -1	2	0.7	3	-1	-4	-5	-5	10	-2
9) COC(=O)NNC(=O)C(c1ccccc1)c1ccccc1
 : -1	-3	-0.2	2	-8	8	-3	-4	9	1
10) COc1cccc(CN(C(=O)/C=C/c2ccc(Cl)cc2)C2CCS(=O)(=O)C2)c1 (centres undefined)
 : 0	10	0.6	-3	-4	-9	1	0	-4	5
11) O=C(Nc1ccc2c(c1)OCCO2)C1c2ccccc2OCC(=O)N1Cc1ccc2c(c1)OCO2 (centres undefined)
 : -2	0	0.2	-4	0	8	6	6	-4	-3
12) CCC1=NN(C(=O)c2ccc(Br)cc2)C(O)(c2ccc(C)cc2)C1 (centres undefined)
 : 4	-6	-0.8	4	2	8	0	2	-3	0
13) CC[n+]1ccccc1/C=C/c1ccc(N(C)C)cc1
 : -14	-9	-0.2	-9	-5	-17	-53	-28	-25	-8
14) CCN(CC(=O)NCc1cccs1)C(=O)c1ccc([N+](=O)[O-])o1
 : -1	3	0.5	-8	6	4	0	1	0	0
15) CC(=O)c1cc(-c2ccc(S(C)(=O)=O)cc2)c(=O)n2c1CCC2
 : 0	-4	1.3	.	-1	0	1	-4	-1	-3
16) OCCNc1nc(OCC(F)(F)F)nc(N2CCN(C34CC5CC(CC(C5)C3)C4)CC2)n1
 : -3	-5	0.3	3	0	-9	-1	0	5	0
17) O=S(=O)(c1ccccc1)n1cc(-c2ccccn2)c(N2CCOCC2)n1
 : 2	5	-0.2	-8	-2	-15	8	0	0	2
18) CC(=O)Nc1ccc(CNc2ncnc3ccc(-c4c(C)noc4C)cc23)cc1
 : -5	2	0.0	3	2	-1	2	0	-2	1
19) C[C@@H]1CNCCN1c1ccc(N2CCS(=O)(=O)CC2)c(C#N)c1
 : -1	-1	-0.2	-1	-3	0	-1	-3	-9	3
20) O=C(CN1CCSCC1)c1c[nH]c2ccccc12
 : 8	2	0.2	7	1	9	0	1	-2	-5
21) CCOC(=O)c1[nH]cnc1C(=O)Nc1ccccc1C
 : -4	0	-0.1	-2	-3	0	1	2	0	-2
22) Cc1ccc(NC(=O)COC(=O)CN2C(=O)NC3(CCCC3)C2=O)cc1Cl
 : -4	-1	0.8	6	-1	8	-1	2	2	0
23) CCOC(=O)C1(C)NC(c2ccc(N(C)C)cc2)C2C(=O)N(c3ccc(OC)cc3)C(=O)C21 (centres undefined)
 : 2	3	0.0	5	-2	1	0	2	2	-3
24) Cc1ccc(-c2nnc(SCC(=O)N/N=C/c3ccccc3C(=O)O)n2-c2ccccc2)cc1
 : 4	-5	0.2	-6	-1	4	-2	-6	-10	1
25) COc1cccc(-n2nnc3c(=O)n(CC(=O)N4CCC(C)CC4)cnc32)c1
 : 4	-1	-0.2	3	-4	-1	3	-5	2	2
26) Cn1c(=O)oc2cc(S(=O)(=O)N3CCCC(C(=O)NCCN4CCOCC4)C3)ccc21 (centres undefined)
 : 3	-6	0.5	-6	-2	-1	-1	-1	-6	3
27) CCCc1cc(=O)oc2cc(OC3CCCCC3=O)ccc12 (centres undefined)
 : -2	0	-1.8	10	-2	8	2	5	2	-1
28) Cc1ccc([C@H]2C(C(=O)O)=C[C@@H](CC3CCCC3)N2S(=O)(=O)c2ccc(C)cc2)cc1
 : -5	0	0.4	-8	6	0	1	1	-1	-1
29) COc1ccc(CC(=O)Nc2ccccc2N2CCCC2)cc1OC
 : 6	6	0.2	1	0	-6	-1	5	-3	0
30) Cc1cc(N)n(Cc2cccs2)n1
 : -1	-4	0.3	5	-2	-7	-2	0	0	1
31) O=C(O)c1ccc(NC(=S)NC(=O)c2ccc3ccccc3c2)cc1
 : -10	3	0.5	6	-1	4	-1	1	-5	2
32) OCC1(Cc2ccccc2F)CCCN(CC2CCCCC2)C1 (centres undefined)
 : -3	0	0.5	2	-1	-1	-2	-7	0	-7
33) CN1C(=O)/C(=C/c2ccc(OCc3ccccc3F)cc2)NC1=S
 : -20	5	0.1	-1	2	14	1	1	3	-1
34) COc1ccc(C2=CC(=O)C[C@H](c3ccc(F)cc3)C2)cc1OC
 : -7	-2	-0.6	4	-4	1	-2	-4	2	-1
35) O=C(Nc1ccccc1)Nc1nnc([C@@H]2C[C@H](O)[C@@H](CO)O2)s1
 : 47*	9	0.3	-5	4	1	2	4	0	-2
36) CCOC(=O)c1c(C)nc2sc3c(=O)n(-c4ccc(C)cc4)cnc3c2c1-c1ccc(OC)cc1
 : -7	-1	0.5	4	-2	-4	0	0	7	-1
37) COc1ccc(S(=O)(=O)n2nc(-c3cc(OC)c(OC)c(OC)c3)cc2N)cc1OC
 : 5	-2	-0.3	8	-2	10	1	4	7	0
38) CCOC(=O)CSc1nnc(-c2ccccc2NC(=O)c2ccccc2)o1
 : -8	2	-0.3	4	1	-6	-1	-3	0	2
39) Cc1cccc(Cn2cc(COC(=O)N3CCCC3)nn2)c1
 : 4	-1	-0.7	.	-4	0	2	2	3	-2
40) COc1ccc(CC(=O)N(Cc2ccccc2)c2ccc(C)cc2)cc1OC
 : -1	2	0.1	-6	3	5	-1	-2	-7	3
41) CC(=O)C1(C)C(=O)N(c2ccc(C)cc2)C(=O)N1c1ccc(C)cc1 (centres undefined)
 : 3	8	-0.1	-5	-2	3	1	-1	10	-3
42) Cc1nn(CC(O)c2ccccc2)c(C)c1Br (centres undefined)
 : -6	-1	-0.8	-2	4	0	2	2	1	-3
43) O=C(NNC(=S)Nc1ccc(F)cc1)[C@H]1C[C@@H]1c1ccccc1
 : 3	3	0.1	-5	3	0	2	-1	0	-1
44) O=C(NCC(c1ccco1)N1CCCCC1)c1ccc(S(=O)(=O)Nc2ccccc2)cc1 (centres undefined)
 : -7	1	-0.4	-6	0	8	3	5	9	-2
45) C=CCn1c(COc2ccc(CC)cc2)nnc1SCC(=O)NC1CCS(=O)(=O)C1 (centres undefined)
 : -5	6	0.0	2	1	1	-1	1	-4	-1
46) Cc1ccc(-n2ncc(C(=O)N3CCN(C(=O)c4ccco4)CC3)c2-n2cccc2)cc1
 : 13	1	-0.7	-1	0	10	0	0	3	-4
47) O=C(N/N=C/c1c[nH]c2ccccc12)c1cc(-c2ccccc2)n[nH]1
 : 8	0	-0.1	7	-3	-3	-1	3	3	3
48) COc1ccc(S(=O)(=O)N(C(=O)c2ccco2)c2cc3sc(=O)oc3c3ccccc23)cc1
 : -53	-11	-0.8	3	94*	6	-2	10	0	-3
49) Cc1[nH]c2ccccc2c1C(=O)CSC(=S)N1CCN(C)CC1
 : 0	0	-0.2	-2	2	4	0	-1	-7	2
50) N=c1sccn1CC(=O)Nc1ccccc1Oc1ccccc1
 : -6	6	-0.3	6	0	0	-2	-4	8	-2
51) Clc1ccc(-c2onc3c2CCCC3)cc1
 : 2	-5	0.2	2	-1	-7	0	4	-3	-1
52) O=[N+]([O-])c1ccc(N2CCN(S(=O)(=O)c3ccc4ccccc4c3)CC2)cc1NCc1ccco1
 : -6	5	-0.3	-2	-2	6	-2	-2	-4	-1
53) CCc1ccccc1NC(=O)CSc1nc2n[nH]c(C)c2c(=N)n1-c1ccc(OC)cc1
 : -2	-14	31*	-2	-2	-10	3	-4	-1	5
54) CCOc1ccc(NC(=O)CN(C)C(=O)c2cc(S(=O)(=O)N3CCCCC3)ccc2Cl)cc1OCC
 : 0	6	0.8	-3	1	5	-4	-1	2	-1
55) Cc1cc(NCC2CCCCC2)nc2ccccc12
 : 10	-1	-0.8	-3	-2	-12	0	-1	-2	-3
56) COc1ccccc1N1CCN(C(=O)c2cc(-c3ccc(C)cc3)on2)CC1
 : -6	0	0.1	1	0	12	2	2	2	1
57) O=C(NNC(=O)c1cnccn1)c1ccc(Cl)c(Cl)c1
 : 2	5	0.2	-6	3	-5	2	0	3	-4
58) CCC(=O)OCCCN1C(=O)CCC12CCC(c1ccccc1)CC2 (centres undefined)
 : 10	1	-0.3	.	1	-1	-4	3	4	2
59) C[C@@H]1CCC2[C@](C)(CO)[C@@H](O)CC[C@]2(C)[C@@]12CC[C@@](CO)(CC(=O)O)O2 (some centres undefined)
 : 1	-8	0.1	-7	-1	-9	3	1	1	-3
60) NC(=O)CN1C(=O)NC2(CCCc3sccc32)C1=O (centres undefined)
 : 0	7	0.4	-1	-5	-16	-1	0	-3	4

# Next records
# Under each structure: SIAE inh	DDE Tn6 FP inh	KLK7 zymogen act	TCR-CD3 inh	PRMT1 inh	TDP2 inh	UHRF1 MBD2 ctr	MBD2 DNA inh	Tn7 DDE FP	LEDGF integ inh
61) Cc1ccc(N(C)S(=O)(=O)c2ccc(C)cc2)cc1
 : -2	-5	-0.6	-2	1	-1	2	-4	-3	3
62) Cc1cccc2nc(COc3ccc4ccccc4c3Br)cn12
 : -21	4	0.1	2	-5	-2	-2	-2	2	1
63) NC(=O)CSc1nnnn1CC(CC(=O)O)c1ccccc1 (centres undefined)
 : -3	-8	0.2	-3	3	13	1	3	3	-3
64) CC(C)Oc1ccc(CCNC(=O)C2CCC(=O)N(Cc3cccc(F)c3)C2)cc1 (centres undefined)
 : 1	-2	-0.7	-7	5	-2	2	3	4	2
65) CCCn1c(N)c(N(CCOC)C(=O)c2ccc(Cl)c([N+](=O)[O-])c2)c(=O)[nH]c1=O
 : 4	3	0.2	-1	2	3	-1	5	0	-2
66) CC(C)(C)C(=O)Nc1ccc(Oc2ccc3c(c2)C(=O)N(c2ccc(O)cc2)C3=O)cc1
 : -6	9	0.0	2	0	3	13	2	8	-1
67) Cc1nc2sc3c(c2c(=O)n1NC(=O)CCBr)CCCC3
 : 0	-3	-0.4	5	1	-3	0	-3	-6	-7
68) O=C(/C=C/c1c(Cl)nc2ccccn12)Nc1ccc(F)cc1
 : -4	-6	-0.2	0	4	3	1	0	4	3

# Bioassay records: PubChem BioAssay, The Scripps Research Institute Molecular Screening Center
